Bioassay records from PubChem BioAssay.
All columns: NCI-60 one-dose screen, growth in % after 48 h at 10 µM unless noted; 100 = growth as untreated, 0 = no growth, -100 = all killed.
OVCAR-8 = OVCAR-8 ovarian cancer; actives 4.4% (n = 81,000); AID 1794782
NCI-H226 = NCI-H226 lung cancer; actives 3.5% (n = 79,000)
NCI-H522 = NCI-H522 lung cancer | actives 8% (n = 78,000) | AID 1794739
NCI-H460 = NCI-H460 lung cancer. actives 6.8% (n = 82,000). AID 1794736
OVCAR-5 = OVCAR-5 ovarian cancer; actives 2.9% (n = 82,000); AID 1794783
NCI-H23 = NCI-H23 lung cancer; AID 1794731; actives 4% (n = 80,000)
OVCAR-3 = OVCAR-3 ovarian cancer; actives 7% (n = 79,000); AID 1794787
NCI-H322M = NCI-H322M lung cancer | AID 1794733 | actives 2.7% (n = 80,000)
NCI/ADR-RES = NCI/ADR-RES ovarian cells | actives 4.4% (n = 81,000) | AID 1794790
* hit, by the source's call; x = no result given; & = joins results of further samples; [ ] = another dose, or the depositor's remark. The calls were made as follows: active = growth percent below 10; inactive = the rest.

SMILES	OVCAR-8	NCI-H226	NCI-H522	NCI-H460	OVCAR-5	NCI-H23	OVCAR-3	NCI-H322M	NCI/ADR-RES
C=C(C)[C@@H]1CC[C@]2(C(=O)O)CC[C@]3(C)[C@H](CC[C@@H]4[C@@]5(C)C[C@@H](Cc6cn([C@H]7C[C@H](n8cc(C)c(=O)[nH]c8=O)O[C@@H]7CO)nn6)[C@H](OC(=O)CC(C)(C)C(=O)O)C(C)(C)[C@@H]5CC[C@]43C)[C@@H]12	96	89	86	100	91	90	111	83	96
COc1cc[n+]([O-])cc1[N+](=O)[O-]	109	114	97	117	105	110	118	107	109
Cc1ccc2nc(COc3ccc(C(=O)N/N=C/c4ccc(N(C)C)cc4)cc3)[nH]c2c1	69	74	72	82	100	84	107	67	79
COc1ccc(C(C)=O)c(O)c1O	102	103	86	116	100	95	105	94	98
O=C1c2c(F)c(F)c(F)c(F)c2C(=O)C1C1CCCCC1	101	85	96	95	99	91	93	95	101
CCN(CC)c1ccc(C(=O)O)cc1	106	101	99	x	105	114	126	x	103
Cc1cccc(/C=C2\CN(C(=O)OC(C)(C)C)C/C(=C\c3cccc(C)c3)C2=O)c1	85	100	64	110	109	93	98	96	88
O=[N+]([O-])c1cccnc1Sc1ccccc1C1=NCCCN1	101	98	x	103	113	94	109	106	103
COc1nc2c(c(=O)n1C)C1(C(=O)N(Cc3ccccc3)c3ccccc31)c1c(nc(OC)n(C)c1=O)N2	106	92	74	106	100	99	104	95	103
CC(=O)OCCSCCOC(C)=O	118	x	93	101	104	108	106	95	107
C(=N\Nc1nnc2n1N=C(c1ccccc1)CS2)/c1ccc(OCc2ccccc2)cc1	102	89	88	106	114	103	113	107	97
CCc1c[n+]([O-])c(C)cc1[N+](=O)[O-]	91	97	97	85	114	99	106	102	97
COc1cc(Cn2cc(F)c(=O)[nH]c2=O)cc(OC)c1	101[50 µM]	x	x	103[50 µM]	101[50 µM]	103[50 µM]	126[50 µM]	99[50 µM]	112[50 µM]
Cc1ccc(-c2cn(-c3ccc(Cl)cc3)c(SCc3ncc(C)cc3C)n2)cc1	102	104	60	96	90	92	98	83	100
Nc1cc(N)c(N=Nc2ccc(S(=O)(=O)O)cc2)cc1N=Nc1ccc(-c2ccc(N=Nc3ccc(O)c(C(=O)O)c3)cc2)cc1	100	92	98	105	108	96	x	101	99
CCO/C=N/c1c(C#N)cnn1-c1cccc(F)c1	105	112	94	110	101	115	118	106	112
COc1ccc([C@@H]2[C@@H](Oc3ccccc3)C(=O)N2c2cc(OC)c(OC)c(OC)c2)cc1F	6.5*	42	-26*	7.2*	20	16	1.1*	33	12
CC(=O)N1N=C(c2ccc(Cl)cc2)CC1c1ccc(Oc2ccc(Br)cc2)cc1 (centres undefined)	80	79	67	86	93	72	78	80	67
CC(Cc1ccccc1)NC(=O)CCNNC(=O)c1ccncc1 (centres undefined)	104	96	107	102	103	101	110	106	101
CC(C)(C)c1cc(-c2cc(-c3ccccc3)c3sc(=O)[nH]c3n2)cc(C(C)(C)C)c1O	83	73	48	71	104	72	84	80	84
N#CCCC1(CCC#N)c2ccccc2C(=O)c2ccccc21	97	96	87	114	98	114	115	112	109
CCOC(=O)/C=c1\sc2n(c1=O)C1C(NN=2)N(C)C(=O)N1C (centres undefined)	101	102	97	104	102	107	122	103	109
O=C(C(=O)N1CCCCC1)c1cn(C(=O)c2ccc(Cl)cc2)c2ccccc12	98	98	100	106	88	95	104	101	100
Clc1ccc2c(NCCNc3nc(-n4ccnc4)nc4ccccc34)ccnc2c1	86	80	80	96	100	87	90	91	95
OCC(O)C(O)C(O)C(O)C(O)CO (centres undefined)	98	100	88	107	111	108	107	93	106
(cont.)
SMILES	OVCAR-8	NCI-H226	NCI-H522	NCI-H460	OVCAR-5	NCI-H23	OVCAR-3	NCI-H322M	NCI/ADR-RES
CC1CCC2(CC1)N=C(N)N=C(N)N2c1ccc(S(=O)(=O)Nc2nccs2)cc1 (centres undefined)	100	106	98	100	97	95	110	97	99
Nc1nc2ncc(CNc3ccc(C(=O)N[C@@H](CCc4nn[nH]n4)c4nn[nH]n4)cc3)nc2c(=O)[nH]1	88&98	93&102	76&101	102&101	102&89	99&100	115&102	97&98	102&101
COc1ccc(CCN2C(=O)c3[nH]nc(-c4cc(Cl)c(C)cc4O)c3C2c2ccccc2F)cc1 (centres undefined)	90	x	86	104	101	90	90	102	93
NC(=S)N/N=C/c1ccccc1N	97	91	82	102	96	91	103	96	103
Cc1ccc(Cn2c(-c3nonc3N)nc3ccccc32)cc1	88	83	66	71	81	83	72	86	49
Cc1ccc(NC(=S)/N=C/c2c(O)[nH]c(=O)[nH]c2=O)c(C)c1	103	101	79	110	107	90	106	98	99
CNC(=O)c1cc(Oc2ccc3nc(NC(=O)c4ccc5c(c4)OCCO5)sc3c2)ccn1	100	100	100	104	99	90	101	99	96
O=[N+]([O-])c1cccc(/C=N/N=C2c3ccccc3-c3ccccc32)c1	101	83	91	103	94	81	100	x	94
C[C@@H](O)[C@@H]1NC(=O)[C@@H](CCCCn2cnnn2)NC(=O)[C@H](Cc2c[nH]c3ccccc23)NC(=O)[C@@H](Cc2ccccc2)NC(=O)[C@H](NC(=O)[C@H](N)Cc2ccccc2)CSSC[C@H](C(=O)N[C@H](CO)[C@@H](C)O)NC1=O	108	89	98	101	91	89	96	112	91
O=[N+]([O-])c1ccc(O)cc1C(F)(F)F	91	104	99	104	106	97	104	126	91
NC(=O)Nc1ncnc2c1cnn2-c1ccccc1	76	85	93	88	97	77	73	75	79
CCOC(=O)c1ncc(-c2ccc(C(F)(F)F)cc2)c(N2CCC(OCC)(OCC)CC2)n1	98	101	85	102	106	99	100	89	96
Nc1ccc(N=Nc2ccc(S(=O)(=O)Nc3ccccn3)cc2)c(N)n1	102	89	91	103	100	x	117	x	105
Cc1ccc(Nc2nc(C)c(C(/C=C/c3ccc4c(c3)OCO4)=N/Nc3ccc([N+](=O)[O-])cc3[N+](=O)[O-])s2)c([N+](=O)[O-])c1	97	87	69	99	104	95	108	90	97
Cc1ccc(N2C(=O)C=CC2=O)cc1	110	91	75	x	110	106	118	x	104
Cc1ccc2c(C)c3c(ccc4ccccc43)c[n+]2c1	52	84	74	74	90	54	53	86	96
NC(=O)c1ccccc1	98	89	99	106	x	96	120	135	x
CCCCCCC(O)(c1ccc(F)cc1)C(CN1CCOCC1)c1ccccc1 (centres undefined)	33	x	27	16	70	25	2.3*	75	17
Brc1ccc2[nH]c(-c3c[nH]c4ncccc34)nc2n1	98	98	82	95	109	90	109	95	97
CCC1=Cc2c(OC)cccc2OC12C=Cc1c(OC)cccc1O2 (centres undefined)	24	58	14	7.7*	37	40	x	44	-24*
CS(=O)(=O)c1ccc(-c2nc3cc(Cl)ccc3n2CC(=O)N/N=C/c2ccc(Cl)cc2)cc1	44	85	46	49	77	60	46	70	93
O=c1[nH]n(C(=S)N/N=C/c2ccccc2O)c(=O)c2ccccc12	102	97	92	110	103	96	106	101	99
COc1ccc(C(C)=O)cc1CS/C(=N/S(=O)(=O)c1ccccc1)Nc1cccc(Cl)c1Cl	97	91	93	102	113	100	106	95	91
CC(CC(=S)N1CCOCC1)CC(C)(C)C (centres undefined)	98	98	114	107	113	103	114	107	106
Oc1nc(NCCN2CCOCC2)sc1/C=C1\C=Nc2ncccc21	95	82	48	105	106	101	91	98	96

Record cards (already shown). Screens in order: OVCAR-8	NCI-H226	NCI-H522	NCI-H460	OVCAR-5	NCI-H23	OVCAR-3	NCI-H322M	NCI/ADR-RES
Nc1cc(N)c(N=Nc2ccc(S(=O)(=O)O)cc2)cc1N=Nc1ccc(-c2ccc(N=Nc3ccc(O)c(C(=O)O)c3)cc2)cc1 reads 100	92	98	105	108	96	x	101	99
NC(=S)N/N=C/c1ccccc1N reads 97	91	82	102	96	91	103	96	103

The list goes on:
SMILES	OVCAR-8	NCI-H226	NCI-H522	NCI-H460	OVCAR-5	NCI-H23	OVCAR-3	NCI-H322M	NCI/ADR-RES
O=C1C(O)CCN1Cc1ccccc1 (centres undefined)	106	96	93	109	96	100	106	112	108
O=C1CCC(C(=O)NNc2ccccc2)O1 (centres undefined)	102	103	93	100	100	105	101	98	106
O=[N+]([O-])c1ccc(C2Nc3cc(Cl)c(Cl)cc3S(=O)(=O)N2O)cc1 (centres undefined)	93	99	98	106	113	99	106	124	110
CCOC(=O)c1ccc2c(c1)ncn2-c1ccc(NC(C)=O)cc1	107	94	96	102	105	101	115	103	100
O=C(/C=C/c1cc2ccccc2[nH]c1=O)c1ccc(C(=O)/C=C/c2cc3ccccc3[nH]c2=O)cc1	99	120	93	107	110	108	128	91	110
CCn1c2c(c(=N)c3c1CCC3)CCCC2	93	88	83	92	114	86	102	93	x
N#CC(C#N)=Cc1cc2ccccc2nc1Oc1ccc(C(F)(F)F)cc1	92	77	92	97	102	82	101	99	93
CC(C)NC(=O)C1CCCCC1	87	94	66	101	109	103	106	110	112
C=CCN(CC#N)CC=C	100	95	98	115	102	106	119	106	115
c1ccc(-n2ccc(-c3nnnn3Cc3nc4ccccc4[nH]3)n2)cc1	124	84	86	104	92	90	99	106	94
O=C(CCN1CCCCC1)c1ccc(Cl)cc1	113	95	96	98	102	110	106	100	114
FC(F)(F)Oc1cccc(-c2cnc3ccc(-c4ccncc4)nn23)c1	14	33	1.5*	18	17	16	8.9*	27	12
CC(=O)CCNc1ccc2c(c1)C(=O)c1ccccc1C2=O	93	88	80	103	105	95	101	72	102
N#Cc1n[nH]n2c1nc(=O)c1sccc12	107	111	x	106	97	95	116	95	98
COc1ccc(C(F)(F)F)cc1[N+](=O)[O-]	105	109	98	108	121	116	118	104	109
O=C(CSc1nnc(-c2ccc(Cl)cc2)n1-c1ccccc1)Nc1ccc(Br)cc1	-27*	-28*	12	5.8*	2.4*	36	-24*	0.9*	12
O=C(/C=C/c1ccc(Cl)cc1)c1ccccc1	97	91	81	107	99	109	101	92	107
CC[C@]12C=CCN3CC[C@@]4(c5cc(C#CCNc6ccc(C)c(Nc7nccc(-c8cccnc8)n7)c6)c(OC)cc5N(C)[C@H]4[C@@](O)(C(=O)OC)[C@@H]1OC(C)=O)C32 (some centres undefined)	49	31	59	34	82	56	48	91	54
COC(=O)/C=C/c1c(C2(C)NC(=O)c3ccccc3N2)c(=O)oc2ccc(Cl)cc12 (centres undefined)	x	88	68	96	101	96	102	95	98
c1ccc2cc3c(cc2c1)Nc1cc2ccccc2cc1N3	55	90	90	89	90	85	104	111	83
N=C1NC(=O)C/C1=C1/Nc2ccccc2S1	87	81	65	79	92	84	91	83	93
CN(N=O)C(=O)NC1C(NC(=O)N(C)N=O)N(C)C(=O)N1C (centres undefined)	104	91	98	112	100	101	x	105	109
COc1cc(/C=N/NC(=S)Nc2ccc(C(F)(F)F)cc2)ccc1F	95	99	74	104	115	96	110	92	105
CCc1c2cc(C(F)(F)F)ccc2n2cc(Cc3ccccc3)[nH]c(=O)c12	105	85	96	96	108	94	98	90	99
COc1cc(C2CC(c3cccc(Nc4ccncc4)c3)=NN2C=O)cc(OC)c1OC (centres undefined)	100	95	91	102	113	86	102	97	101

In the list so far, these contain a CF3 group:
SMILES	OVCAR-8	NCI-H226	NCI-H522	NCI-H460	OVCAR-5	NCI-H23	OVCAR-3	NCI-H322M	NCI/ADR-RES
O=[N+]([O-])c1ccc(O)cc1C(F)(F)F	91	104	99	104	106	97	104	126	91
CCOC(=O)c1ncc(-c2ccc(C(F)(F)F)cc2)c(N2CCC(OCC)(OCC)CC2)n1	98	101	85	102	106	99	100	89	96
N#CC(C#N)=Cc1cc2ccccc2nc1Oc1ccc(C(F)(F)F)cc1	92	77	92	97	102	82	101	99	93
FC(F)(F)Oc1cccc(-c2cnc3ccc(-c4ccncc4)nn23)c1	14	33	1.5*	18	17	16	8.9*	27	12
COc1ccc(C(F)(F)F)cc1[N+](=O)[O-]	105	109	98	108	121	116	118	104	109
COc1cc(/C=N/NC(=S)Nc2ccc(C(F)(F)F)cc2)ccc1F	95	99	74	104	115	96	110	92	105
CCc1c2cc(C(F)(F)F)ccc2n2cc(Cc3ccccc3)[nH]c(=O)c12	105	85	96	96	108	94	98	90	99

Later entries.
SMILES	OVCAR-8	NCI-H226	NCI-H522	NCI-H460	OVCAR-5	NCI-H23	OVCAR-3	NCI-H322M	NCI/ADR-RES
Cc1nn(-c2ccccc2)c(Oc2ccc(Br)cc2)c1/C=N/NC(=O)Cn1c(=O)sc2ccccc21	61	70	46	57	81	58	61	68	57
N#Cc1ccc(C(=O)C[n+]2cn(CCC(=O)Nc3cccc4cccnc34)c3ccccc32)cc1	101	100	101	114	98	96	106	96	97
CN1CCCNc2c(c(=O)c2=O)NCCCN(C)CCCNc2c(c(=O)c2=O)NCCCN(C)CCCNc2c(c(=O)c2=O)NCCCN(C)CCCNc2c(c(=O)c2=O)NCCCN(C)CCCNc2c(c(=O)c2=O)NCCCN(C)CCCNc2c(c(=O)c2=O)NCCC1	91	102	89	103	115	82	105	95	101
C=CCn1cc(/C=N\N=C2\C(=O)Nc3ccc(Cl)cc32)c2ccccc21	94	60	83	99	110	97	107	105	103
Cc1cnc(CSc2nc(-c3ccc(-c4ccccc4)cc3)cn2-c2ccc(Cl)cc2)c(C)c1	97	102	69	97	92	97	99	86	103
O=C(COc1ccccc1)NCc1ccco1	97	107	x	109	100	101	108	89	108
CN1CCCc2cc(/C=C3/SC(=S)N(CCc4ccc(O)cc4)C3=O)ccc21	97	89	44	95	108	94	88	95	83

Random draw from the library. About 11% of those tested had a hit in this group.
